Source: PubChem BioAssay
Shiga inhibitor: blocks Shiga toxin action in Vero cells; Vero cells, Shiga toxin protein synthesis inhibition reporter; inhibition, % at 38.7 µM; 290,000 compounds, 9.2% hits; AID 2315; in the data active = inhibition mostly above about 28%, no sharp cut-off; inactive = mostly below about 43%; also: 0% is about no effect
LmPK inh: inhibitors of Leishmania mexicana pyruvate kinase; Q27686; purified LmPK, Kinase-Glo ATP luminescence, 1 h; Potency, µM (doses to about 57.5 µM), inactives show at the top dose activity change, negative = inhibition, most hits filed as inhibitors; 290,000 compounds, 0.37% hits; also: potency is read from the fitted curve at half-maximal effect; % is scaled to controls: 0 for no effect and ±100 for the full control effect
Target sequence (Q27686 whole entry, looked up): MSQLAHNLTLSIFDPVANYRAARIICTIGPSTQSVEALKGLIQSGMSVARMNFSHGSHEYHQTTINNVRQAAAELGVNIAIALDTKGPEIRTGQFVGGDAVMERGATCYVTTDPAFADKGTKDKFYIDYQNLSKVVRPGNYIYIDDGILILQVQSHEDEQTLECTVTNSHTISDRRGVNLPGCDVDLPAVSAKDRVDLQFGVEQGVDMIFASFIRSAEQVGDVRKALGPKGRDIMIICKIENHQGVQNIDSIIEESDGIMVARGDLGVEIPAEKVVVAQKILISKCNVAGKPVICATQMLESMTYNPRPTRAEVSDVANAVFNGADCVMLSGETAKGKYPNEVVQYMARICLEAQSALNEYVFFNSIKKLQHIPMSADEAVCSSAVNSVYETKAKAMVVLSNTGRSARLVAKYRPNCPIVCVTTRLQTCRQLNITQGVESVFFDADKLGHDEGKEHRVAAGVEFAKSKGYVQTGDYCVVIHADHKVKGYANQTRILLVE
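Kinase-Glo luminescence read after 1 h RT reaction of 0.1 nM LmPK with 0.5 mM PEP and 0.1 mM ADP. Activity scaled between uninhibited and enzyme-free controls.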
HCV inh: HCV inhibition; Huh7.5.1 HCVcc-Cre infection, luciferase reporter, 44 h; Potency, µM (highest dose often 41.8 µM), without a hit: top-dose activity change, negative = inhibition, actives largely listed as inhibitors; 340,000 compounds, 3.4% hits; also: potency is read from the fitted curve at half-maximal effect; % is scaled to controls: 0 for no effect and ±100 for the full control effect
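After 44 h co-culture of compound, cells and HCVcc-Cre (~0.5 moi), substrate is added for 15 min at room temperature and luciferase measured over 15 sec. Cells were seeded at 1,000/well and pre-cultured 4 h.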
Cycloheximide cs: counter-screen hit for Shiga toxin inhibitors, cycloheximide | 300,000 compounds, 12% hits | cell reporter, cycloheximide protein synthesis inhibition counterscreen | max response, %; in the data active = max response mostly above about 13%, no sharp cut-off; inactive = mostly below about 14%; also: read at 38.3 µM for the half of the compounds with a filed dose; 0% is about no effect
Pf growth 48h: inhibits P. falciparum growth in the first generation, 48 h | P. falciparum luciferase growth in erythrocytes, 48 h | Potency, µM (top dose mostly 28.7 µM), without a hit: at the highest dose activity change, negative = inhibition, actives largely listed as inhibitors | 310,000 compounds, 5.9% hits | AID 504832; also: potency is read from the fitted curve at half-maximal effect; % is scaled to controls: 0 for no effect and ±100 for the full control effect
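Read-out is firefly luciferase luminescence from an integrated reporter in P. falciparum, so falling signal marks reduced parasite growth. Infected erythrocytes were at 2% hematocrit and 0.1% parasitemia (final) in Albumax-supplemented RPMI 1640.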
Tb PYK inh: blocks Trypanosoma brucei pyruvate kinase; Q57TT1; TbPYK enzyme, Kinase-Glo Plus ATP luminescence, 45 min; Potency, µM (series often up to 76.8 µM), inactives show at the highest dose activity, negative = inhibition, hits mostly inhibitors; 410,000 compounds, 0.12% hits; also: potency is read from the fitted curve at half-maximal effect; % is scaled to controls: 0 for no effect and ±100 for the full control effect; nearly all actives have a fitted effect of over 50% in size
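T. brucei PYK with substrate was exposed to pin-transferred compounds across a concentration series, then started with 130 uM ADP (final). After 45 min at room temperature, Kinase-Glo Plus luminescence was read, normalized and curve-fitted.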
Pf growth 96h: inhibits malaria parasite growth, 96 h; P. falciparum luciferase reporter growth, 96 h; Potency, µM (series often up to 28.7 µM), for inactives: at the highest dose activity change, negative = inhibition, most hits filed as inhibitors; 320,000 compounds, 6.9% hits; also: potency is read from the fitted curve at half-maximal effect; % is scaled to controls: 0 for no effect and ±100 for the full control effect
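Cell-based qHTS: luciferase-tagged P. falciparum in erythrocytes (2% hematocrit, 0.05% parasitemia final) incubated with compounds for 96 hours, 37 C, 5% CO2; luciferase detection reagent then added and luminescence measured.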
* hit, by the source's call; ? = inconclusive; . = not tested or not shown; & = joins results of further samples; [ ] = remark or other dose. Unless noted, calls follow the shape of the dose curve; as a rule, active = well fitted curve in the direction sought with a large enough effect; inconclusive = small, poorly fitted or top-dose-only effect, or another doubt; inactive = no such curve, though single readings can be large; an effect the other way counts as inactive or inconclusive.

1: Cc1ccc(C(=O)Nc2nc3ccccc3s2)s1
2: Cc1[nH]c2ccccc2c1/C=N/Nc1ccccc1[N+](=O)[O-]
3: CCC(Sc1nc2ccccc2c(=O)[nH]1)C(=O)Nc1ccc(C(C)=O)cc1 (stereo unspecified)
4: COc1ccc(-n2c(Cc3cccn3C)nnc2SCC(=O)Nc2cccc(OC)c2)cc1
5: COc1ccc(OC)c(NC(=O)c2c(NC(=O)c3ccco3)sc3c2CCC3)c1
6: CC(C)NC(=O)c1cccc(Br)c1
7: O=C(CCNC(=O)c1ccc(Cl)cc1)NCc1cccc(C(F)(F)F)c1
8: COc1cccc(OC)c1C(=O)Nc1ccc(Cc2ccncc2)cc1
entry no.	1	2	3	4	5	6	7	8
Shiga inhibitor	32	86*	59*	-12	-4	-24	.	-1
LmPK inh	-28%	?	6%	0%	0%	2%	.	-4%
HCV inh	-18%	?	-12%	-2%&0%	.	1%	0%	-21%
Cycloheximide cs	52*	37*	32*	-1	2	-6	.	-2
Pf growth 48h	-101%	?	68%[activator]	?	-2%	25%	?	2%
Tb PYK inh	2%	-11%	2%	-1%	.	-1%	1%	-6%
Pf growth 96h	44%[activator]	-36%[5.75 µM]	8%	17%	.	.	?	-7%

Entries by screen from above.
Compounds 1–8 in LmPK inh, in turn: -28%, ?, 6%, 0%, 0%, 2%, ., -4%
Compounds 1–8 in Tb PYK inh, in turn: 2%, -11%, 2%, -1%, ., -1%, 1%, -6%

Going on with the list:
9: Cc1cc(C)nc(NS(=O)(=O)c2ccc(NC(=O)CN3C(=O)S/C(=C\c4ccccc4)C3=O)cc2)n1
10: C=C(C)Cn1c(CCCNC(=O)CC)nc2ccccc21
11: CC(O)CNc1nc2c(c(=O)n(Cc3ccc(Br)cc3)c(=O)n2C)n1C (stereo unspecified)
12: C=CCNC(=O)CCCOc1cc(C)ccc1C
13: COC(=O)C1=CN(c2ccc(F)cc2)C=C(C(=O)OC)C1c1cccc(Br)c1
14: COc1ccc(/C=C/C(=O)Nc2ccc3nc4n(c(=O)c3c2)CCCC4)cc1OC
15: Cc1nn(-c2ccccc2)c2c1C(c1ccccc1)C(C#N)=C(N)O2 (stereo unspecified)
16: CCN(CC)c1nc2ccccc2n(Cc2cccc(OC)c2)c1=O
entry no.	9	10	11	12	13	14	15	16
Shiga inhibitor	-5	-1	-2	-5	-11	-6	-2	-5
LmPK inh	1%	1%	-2%	0%	2%	8%	-2%	-3%
HCV inh	-5%	7%	9%	-23%	?	-28%	8%&0%	-18%
Cycloheximide cs	-1	-1	-3	5	2	-2	-1	4
Pf growth 48h	-10%	9%	?	?	12µM*	?	-12%	?
Tb PYK inh	-1%	1%	6%	-20%	-3%	1%	-1%	-1%
Pf growth 96h	?	?	?	10%	-14%	?	.	1.5µM*

17: CC(=O)Nc1ccc(NS(=O)(=O)c2ccc(-c3csc(C)n3)s2)cc1
18: CCc1ccc(NC(=O)Nc2ccc3c(c2)N(C)C(=O)CS3)cc1
19: CCc1cc(=O)oc2cc(OCC(=O)NCCCn3ccnc3)c(Cl)cc12
20: C=CCNc1oc(-c2ccc(OCC)cc2)nc1C#N
21: COc1cccc(N2CCN(CC(=O)NC(C)c3ccccc3)CC2)c1 (stereo unspecified)
22: Cc1ccc(C)c(Cn2c(=O)n(-c3ccc(CC(=O)NCc4ccco4)cc3)c(=O)c3sccc32)c1
23: Cc1ccc2nc(SCc3nnc(-c4ccccc4Br)o3)[nH]c2c1
24: COCCN(C(=O)c1csnn1)C(C(=O)NC1CCCCC1)c1cccs1 (stereo unspecified)
entry no.	17	18	19	20	21	22	23	24
Shiga inhibitor	8	-12	-4	63*	-11	12	-22	-13
LmPK inh	-1%	11%	1%	-1%	0%	0%	13%	2%
HCV inh	-11%	-22%	11%	?	?	13%	-5%	17%
Cycloheximide cs	-3	-5	-3	15*	-1	-3	-1	-1
Pf growth 48h	33%[activator]	.	0%	?	-18%	-3%	3%	1%
Tb PYK inh	-15%	1%	0%	2%	4%	8%	5%	1%
Pf growth 96h	50%[activator]	?	-4%	71%[activator]	?	?	-9%	-20%

25: O=C(CN1C(=O)C2CC=CCC2C1=O)NCc1cccs1 (stereo unspecified)
26: CCC(CC)C(=O)Nc1ccc(C(=O)c2ccccc2)cc1
27: COc1cccc(NC(=O)Nc2cc(C)on2)c1
28: COc1ccc(NCc2nnc(SCC(=O)c3ccc(C)cc3)o2)cc1
29: O=S(=O)(Nc1ccc(-n2cnnn2)cc1)c1ccccc1F
30: CC(C)CCN1CCN(Cc2cc3ccccc3[nH]2)CC1CCO (stereo unspecified)
31: O=C(NNc1nc2ccccc2o1)c1ccccc1
32: COc1cc(/C=C/C(=O)O)cc(OC)c1OC
entry no.	25	26	27	28	29	30	31	32
Shiga inhibitor	-8	50*	.	30	.	-2	56*	2
LmPK inh	-6%	6%	-5%	4%	.	0%	-23%	0%
HCV inh	12%	34%[activator]	3%	?	-4%	-15%	-2%	15%
Cycloheximide cs	8	18*	23*	15	.	-3	30*	21
Pf growth 48h	18%	42%[activator]	32%[activator]	.	11%	-22%	261%[activator]	14%
Tb PYK inh	1%	0%	-2%	-12%	-1%	3%	-19%	0%
Pf growth 96h	1%	43%[activator]	-28%	?	-4%	-20%	62%[activator]	52%[activator]

33: CCN1C(=O)[C@@H]2[C@@H](c3ccc(-c4ccc(C(C)=O)cc4)cc3)N3CCC[C@@]3(C(=O)OC)[C@@H]2C1=O
34: CCCCn1c(N)c(N(CCOC)C(=O)c2cc(-c3ccc(OC)c(OC)c3)nc3ccccc23)c(=O)[nH]c1=O
35: COc1ccc(C2CC(=O)c3c(C)nc(N4CCN(c5ccccc5)CC4)nc3C2)cc1 (stereo unspecified)
36: COc1ccc(/C=N\NC(=O)c2cc(O)c(O)c(O)c2)cc1COc1ccc(C(=O)OCC(C)C)cc1
37: CS/C(=C/[N+](=O)[O-])Nc1cccc2c1C(C)CC2(C)C (stereo unspecified)
38: N#C/C(=C(/O)CSc1nnc(Cc2cccs2)n1C1CCCCC1)c1nc2ccccc2[nH]1
39: Cn1nccc1C(=O)NCCN1C(=O)OC(C)(C)C1(C)O (stereo unspecified)
40: COCC(C)NC(=O)/C=C/c1ccc(OC)cc1 (stereo unspecified)
entry no.	33	34	35	36	37	38	39	40
Shiga inhibitor	.	.	-1	30	18	22	-6	36
LmPK inh	.	.	4%	-5%	-6%	-3%	-5%	-11%
HCV inh	-11%	2%	23%&10%	5.6µM*	-7%	24%	6%	8%
Cycloheximide cs	.	.	-3	6	1	12	-1	19*
Pf growth 48h	9.3µM*	?	32%[activator]	2.9µM*	?	6.6µM*	7%	89%[activator]
Tb PYK inh	1%	-1%	4%	2%	3%	?	8%	-9%
Pf growth 96h	?	-6%	?	?	-54%	65%[activator]	-27%	-4%

41: CCCNC(=O)c1ccccc1NC(=O)c1ccccc1N(C)S(=O)(=O)c1ccc(C)cc1
42: COc1ccc(-c2nn(-c3ccccc3)cc2CNC(C)Cn2cncn2)c(F)c1 (stereo unspecified)
43: Cc1ccc(-n2nc3c(=O)n(CCCC(=O)NCCc4ccccc4C)nc(C)c3c2C)cc1
44: Cc1nnc(-c2cccc(Br)c2)c2cn(-c3cccc(Br)c3)nc12
45: CCc1cc(=O)oc2c3c(cc(OCC(=O)NCc4cccnc4)c12)OC(C)(C)CC3
46: CCc1ccccc1N1CC(C(=O)Nc2cc(C)on2)CC1=O (stereo unspecified)
47: CC(C)NCc1cc(Br)ccc1OCc1ccccc1
48: Cc1cccc(NC(=O)c2nc[nH]c2C(=O)NCC(=O)OCc2ccccc2)c1
entry no.	41	42	43	44	45	46	47	48
Shiga inhibitor	-1	2	12	-13	13	-3	-2	-6
LmPK inh	5%	4%	1%	6%	-7%	2%	5%	1%
HCV inh	?	1%	-5%	?	?	-6%	-5%	7%
Cycloheximide cs	0	-2	-1	4	7	-3	-4	1
Pf growth 48h	8.3µM*	?	?	?	9.3µM*	26%	-5%	12%
Tb PYK inh	-6%	2%	-15%	-6%	-14%	-4%	5%	2%
Pf growth 96h	11%	?	?	?	?	?	8%[5.75 µM]	22%

Five compounds drawn at random from those above, as already listed:
48: Cc1cccc(NC(=O)c2nc[nH]c2C(=O)NCC(=O)OCc2ccccc2)c1
43: Cc1ccc(-n2nc3c(=O)n(CCCC(=O)NCCc4ccccc4C)nc(C)c3c2C)cc1
41: CCCNC(=O)c1ccccc1NC(=O)c1ccccc1N(C)S(=O)(=O)c1ccc(C)cc1
46: CCc1ccccc1N1CC(C(=O)Nc2cc(C)on2)CC1=O (stereo unspecified)
44: Cc1nnc(-c2cccc(Br)c2)c2cn(-c3cccc(Br)c3)nc12
entry no.	48	43	41	46	44
Shiga inhibitor	-6	12	-1	-3	-13
LmPK inh	1%	1%	5%	2%	6%
HCV inh	7%	-5%	?	-6%	?
Cycloheximide cs	1	-1	0	-3	4
Pf growth 48h	12%	?	8.3µM*	26%	?
Tb PYK inh	2%	-15%	-6%	-4%	-6%
Pf growth 96h	22%	?	11%	?	?

Other records follow.
49: O=C1CCC(C(=O)OCc2nnc(-c3ccc(Br)cc3)o2)=NN1
50: COc1ccc(/C=N/Nc2cc(C)nc3ccc(Br)cc23)cc1
51: Cc1ccc(S(=O)(=O)/N=C(/c2ccc(F)cc2)N2CCCCC2)cc1
52: CCN(C(=O)COC(=O)c1ccc(F)c(S(=O)(=O)N2CCOCC2)c1)C1CCS(=O)(=O)C1 (stereo unspecified)
53: COc1ccc(NC(=O)C2Cc3ccccc3CN2C(=O)c2ccccc2)cn1 (stereo unspecified)
54: O=C(c1ccc(N2CCCC2=O)cc1)N1CCCCCC1
55: CCOc1ccc(S(=O)(=O)NNC(=S)Nc2ccc(Br)cc2)cc1
56: Cc1cc(NC(=O)[C@H](C)NC(=O)c2ccco2)ccc1Br
entry no.	49	50	51	52	53	54	55	56
Shiga inhibitor	.	-20	-11	-3	22	-9	15	5
LmPK inh	.	2%	2%	-2%	11%	0%	1%	-1%
HCV inh	9%	6.3µM*	30%[activator]	0%	3%	14%	24%	10%
Cycloheximide cs	.	-4	-3	0	7	-5	-1	-2
Pf growth 48h	36%[activator]	0.26µM*	-7%	11%	.	33%[activator]	-6%	.
Tb PYK inh	0%	2%	2%	-3%	-2%	1%	-7%	0%
Pf growth 96h	54%[activator]	0.47µM*	?	-1%	?	-11%	2%	0%

57: COC(=O)c1cc(Br)c(=O)n(CCc2ccc(F)cc2)c1
58: COc1ccc2c(=O)cc(C(=O)O)oc2c1
59: COc1ccc(OCCSc2nc(N)cc(=O)[nH]2)cc1
60: Cc1c(Cl)c(=O)oc2cc(OP(=O)(OCCCl)OCCCl)ccc12
61: OCC(CO)(CO)N=Cc1c(O)ccc2ccccc12
entry no.	57	58	59	60	61
Shiga inhibitor	-22	-5	2	.	-9
LmPK inh	-1%	4%	1%	.	4%
HCV inh	15%	5%	-23%	.	.
Cycloheximide cs	-5	1	0	.	2
Pf growth 48h	.	20%	32%[activator]	13µM*	-4%
Tb PYK inh	10%	-1%	-3%	-5%	1%
Pf growth 96h	-13%	102%[activator]	17%	?	?
